# TRPV1 ag: human TRPV1 agonism; Q8NER1; TRPV1-expressing cells, Fluo-8 calcium influx, agonist mode; activation, % at 8.33 µM; 320,000 tested, 0.19% active; AID 540275; in the data active = activation above about 80%; inconclusive = between about 30% and that limit; note: 0% is about no effect
#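 TRPV1-expressing cells were cultured overnight at 35.5C and loaded with Fluo-8 calcium dye for 40 to 90 min at room temperature. After a 10 s baseline, compound was added and calcium influx was read kinetically for 3 min (ex 480/em 520 nm).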
# NPC1 promoter act: activators of NPC1 promoter; Huh7 NPC1 promoter luciferase reporter, 24 h; Potency, µM (doses to about 9.22 µM), inactives show top-dose activation, most hits filed as activators; 320,000 tested, 2.4% active;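 note: potency is the fitted concentration of half-maximal effect; % of control where 0% means no effect; nearly all actives have a fitted effect of over 60% in size; reporter is driven by a mutant NPC1 promoter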
#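 Quantitative HTS used a cell-based reporter: Huh7 cells stably bearing the NPC1 promoter upstream of luciferase were treated with compounds for 24 h, and promoter activation was read as luminescence.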
# Tb PFK inh: blocks T. brucei phosphofructokinase; O15648; T. brucei PFK, ADP-Glo luminescence; Potency, µM (doses to about 57.5 µM), without a hit: at the highest dose activity, negative = inhibition, usual class: inhibitors; 330,000 tested, 0.17% active; AID 485367;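 note: potency is the fitted concentration of half-maximal effect; 0% = uninhibited 1x PFK enzyme wells and -100% = no-enzyme wells; nearly all actives have a fitted effect of over 60% in size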
#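 Luminescent ADP detection (ADP-Glo, two-step: ATP depletion then ADP-to-ATP conversion for luciferase) reported PFK activity after 45 min room-temperature reaction of 1.25 nM enzyme with 0.5 mM F6P and 0.1 mM ATP at pH 8.0.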
# FLuc counter: firefly luciferase modulation, counter-screen for miR-21 project. Potency, µM (highest dose often 57.5 µM), without a hit: at the top dose activity change, negative = inhibition, usual class: inhibitors. 360,000 tested, 6.9% active. P08659. purified FLuc, Km substrates, luminescence inhibition;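 note: potency is the fitted concentration of half-maximal effect; plate controls were vehicle for no effect and reference inhibitor for full effect; nearly all actives have a fitted effect of over 55% in size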
# Target sequence (P08659 whole entry, looked up): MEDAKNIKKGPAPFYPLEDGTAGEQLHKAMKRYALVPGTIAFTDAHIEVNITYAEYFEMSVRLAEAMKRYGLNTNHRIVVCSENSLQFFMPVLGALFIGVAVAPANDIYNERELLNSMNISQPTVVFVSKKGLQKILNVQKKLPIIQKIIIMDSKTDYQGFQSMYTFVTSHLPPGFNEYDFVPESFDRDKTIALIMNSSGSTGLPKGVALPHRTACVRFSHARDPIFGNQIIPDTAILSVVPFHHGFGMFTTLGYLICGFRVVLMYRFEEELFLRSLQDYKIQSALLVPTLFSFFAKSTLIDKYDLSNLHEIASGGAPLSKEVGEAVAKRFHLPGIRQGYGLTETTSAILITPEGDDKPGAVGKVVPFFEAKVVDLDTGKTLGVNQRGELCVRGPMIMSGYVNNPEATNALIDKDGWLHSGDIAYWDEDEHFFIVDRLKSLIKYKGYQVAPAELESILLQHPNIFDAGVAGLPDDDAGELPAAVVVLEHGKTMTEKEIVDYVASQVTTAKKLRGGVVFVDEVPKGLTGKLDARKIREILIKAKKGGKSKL
#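 Biochemical qHTS of compounds, final roughly 60 µM downward over six points, against 10 nM purified firefly luciferase using Km concentrations of substrates (10 uM D-luciferin, 10 uM ATP) in Tris acetate pH 7.5 buffer; luminescence output.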
# ELG1 genotoxic: genotoxicity induction in ELG1-luciferase HEK293T cells | HEK293T ELG1-luciferase reporter, luminescence, 16 h | Potency, µM (top dose mostly 46 µM), inactives show at the highest dose activity change, positive = activation, most hits filed as activators | 330,000 tested, 1.3% active | AID 504466; note: potency is the fitted concentration of half-maximal effect; % of control where 0% means no effect; nearly all actives have a fitted effect of over 60% in size
#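 After overnight (16 hr) compound treatment at 37 °C, ELG1-luciferase HEK293T cells were lysed with ONE-Glo; luminescence quantified 30 min later at room temperature.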
# ELG1 DNA repair: ELG1-dependent DNA repair inhibition. HEK293T ELG1-luciferase reporter, luminescence, 16 h; DNA damage induced by 5-fluorouridine. Potency, µM (highest dose often 46.1 µM), without a hit: at the highest dose activity change, negative = inhibition, most hits filed as inhibitors. 330,000 tested, 2.3% active; note: potency is the fitted concentration of half-maximal effect; % is set by controls: 0 for no effect and ±100 for the full control effect; nearly all actives have a fitted effect of over 55% in size
#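 Luminescence from the luciferase reporter, measured 30 min after ONE-Glo reagent at room temperature, was the read-out. Beforehand, 2,000 cells per well were exposed for 16 hr at 37 °C to 5-fluorouridine together with compound or vehicle.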
# Rab9 promoter act: Rab9 promoter activation. Huh7 Rab9 promoter-luciferase reporter, luminescence, 24 h. Potency, µM (series often up to 9.22 µM), without a hit: at the highest dose activation, negative = inhibition, actives largely listed as activators. 320,000 tested, 2.8% active. AID 485297; note: potency is the fitted concentration of half-maximal effect; % of control where 0% means no effect; nearly all actives have a fitted effect of over 60% in size
#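 Using Huh7 cells stably transfected with Rab9 promoter–luciferase, compounds were incubated 24 h at 37 °C, 5% CO2; luciferase luminescence was read 10 min after reagent addition.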
# BRCA1 expr up: activators of BRCA1 expression; MCF7-BRCA1-FFLuc reporter, luminescence, 48 h; response scale: scaled: vehicle 0%, 10 µM genistein 100%; 380,000 tested, 1.1% active; Potency, µM (highest dose often 46.1 µM), inactives show at the highest dose activation, hits mostly activators; note: potency is the fitted concentration of half-maximal effect; nearly all actives have a fitted effect of over 80% in size; some results filed as inactive show a strong effect at the top dose
#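 Reporter cells (MCF7, BRCA1 promoter-firefly luciferase) received library compounds across a concentration series for 48 h. End-point luminescence was measured and concentration-effect curves derived after normalization.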
# p53 reactivation: re-activators of mutant p53; H1299 p53-A138V BP100-luciferase reporter, luminescence, 24 h; Potency, µM (doses to about 92.2 µM), for the others: at the highest dose activity change, positive = activation, usual class: activators; 320,000 tested, 0.063% active; AID 504706; note: potency is the fitted concentration of half-maximal effect; % of control where 0% means no effect; nearly all actives have a fitted effect of over 45% in size
#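 p53-null H1299 cells stably carrying temperature-sensitive p53-A138V and a BP100-luciferase reporter were pinned with compounds (4-point, 1:5 series) and held 24 hrs at 37 deg C. Luminescence was read 10 min after detection reagent.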
# VP16 counter: inhibits Gal4-VP16 luciferase reporter, ROR gamma counter-screen | Potency, µM (highest dose often 53.6 µM), without a hit: at the highest dose activity, negative = inhibition, most hits filed as inhibitors | 310,000 tested, 3.5% active | AID 2546 | Drosophila S2 Gal4-VP16 UAS-luciferase, luminescence, 20 h;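 note: Gal4-VP16 expression switched on by copper sulfate through the metallothionein promoter; potency is the fitted concentration of half-maximal effect; % is set by controls: 0 for no effect and ±100 for the full control effect; nearly all actives have a fitted effect of over 50% in size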
# RORg inh: ROR gamma (mouse) transcription inhibition; AID 2551; Potency, µM (top dose mostly 53.6 µM), for the others: top-dose activity change, negative = inhibition, actives largely listed as inhibitors; Drosophila S2 Gal4-RORgamma UAS-luciferase reporter, 20 h; 310,000 tested, 5.4% active; note: potency is the fitted concentration of half-maximal effect; % is set by controls: 0 for no effect and ±100 for the full control effect; nearly all actives have a fitted effect of over 60% in size
# Target sequence (P51450 whole entry, looked up, the tested form may be a part): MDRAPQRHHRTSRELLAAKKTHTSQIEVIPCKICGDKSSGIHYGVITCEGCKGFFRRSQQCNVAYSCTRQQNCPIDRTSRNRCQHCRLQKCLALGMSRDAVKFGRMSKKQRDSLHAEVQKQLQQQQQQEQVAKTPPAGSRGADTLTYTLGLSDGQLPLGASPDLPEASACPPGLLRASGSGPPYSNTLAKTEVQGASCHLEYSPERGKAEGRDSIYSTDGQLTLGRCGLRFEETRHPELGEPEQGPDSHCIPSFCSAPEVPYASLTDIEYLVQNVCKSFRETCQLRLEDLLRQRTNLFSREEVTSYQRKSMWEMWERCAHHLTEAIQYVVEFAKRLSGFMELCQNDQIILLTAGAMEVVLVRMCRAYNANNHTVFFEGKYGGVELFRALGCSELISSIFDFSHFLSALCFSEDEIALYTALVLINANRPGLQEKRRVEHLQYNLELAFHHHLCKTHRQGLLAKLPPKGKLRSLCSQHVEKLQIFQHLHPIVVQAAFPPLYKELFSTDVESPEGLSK
#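 Drosophila Schneider cells stably carrying a metallothionein-driven Gal4 DBD–ROR gamma fusion and a UAS-Photinus luciferase reporter were exposed to compound for 1 hr, then induced with copper sulfate (700 uM final) for 20 hr at ambient temperature before luminescence reading.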
# Numbers without * were called inactive; u = inconclusive; x = not tested or not shown; [ ] = dose if it differs, or a comment. Unless noted, calls come from the whole dose curve; as a rule, active = well fitted curve in the direction sought with a large enough effect; inconclusive = small, poorly fitted or top-dose-only effect, or another doubt; inactive = no such curve, though single readings can be large; an effect the other way counts as inactive or inconclusive. An unsorted share of the library; any-hit rate near 15%.
SMILES,TRPV1 ag,NPC1 promoter act,Tb PFK inh,FLuc counter,ELG1 genotoxic,ELG1 DNA repair,Rab9 promoter act,BRCA1 expr up,p53 reactivation,VP16 counter,RORg inh
CCc1sc(NC(=O)CN2CCOCC2)nc1-c1ccccc1,u,1.8%,-5.6%,3.4%[2.3 µM],-0.5%,-18.6%,1.7%,-8.3%,-8.3%,2.5%,-41.9%
C=CCn1c(CNC(=O)c2ccccc2F)nnc1SCc1nc2ccccc2c(=O)[nH]1,-2.5,-6.1%,-0.9%,1.8%,0.7%,8.5%,-3.5%,-19.8%,-0.4%,-2.6%,-1.8%
O=C(COc1cccc(F)c1)N[C@@H](Cc1ccccc1)c1nc2ccccc2[nH]1,27.0,-3.6%,-4.4%,-0.7%,-2.5%,-18.4%,-2.8%,-46.7%,-0.9%,15.4%,0.2%
c1ccc(-c2ccc3c(c2)c2c4n3CCN=C4CCC2)cc1,2.7,-3.0%,3.5%,u,2.0%,-11.4%,0.2%,-73.9%,6.0%,u,11.2µM*
COc1cccc(C(=O)NNS(=O)(=O)c2ccc(C)cc2)c1,1.7,-3.8%,0.4%,3.5%,-4.3%,-1.7%,2.7%,3.7%,6.5%,-1.2%,-35.2%
O=C(c1ccc(Cn2c(=S)[nH]c3ccccc3c2=O)cc1)N1CCN(c2ccccn2)CC1,-2.3,-8.2%,-1.5%,6.1%,-14.1%,10.3µM*,-14.1%,-44.7%,-0.4%,u,11.2µM*
CCN(C(=O)CCNC(=O)Cn1cnc2ccccc2c1=O)c1ccccc1F,2.7,0.7%,-0.2%,2.3%,0.2%,9.1%,-9.3%,-8.9%,5.8%,-12.0%,1.6%
COc1ccccc1N1CCN(C(=O)CCCn2nc(C)c([N+](=O)[O-])c2C)CC1,0.4,-2.6%,1.3%,1.0%,-3.8%,u,1.6%,-17.3%,-3.1%,-3.5%,-2.8%
COC(=O)C1CN(C(=O)C(C)Oc2cc(C)ccc2C(C)C)c2ccccc2O1 (configuration not stated),-5.2,-2.9%,-2.4%,-0.5%,0.4%,-3.0%,-5.0%,-19.7%,-11.0%,-22.0%,0.2%
CC1CCCC(C)N1C(=O)COC(=O)c1cccnc1Cl (configuration not stated),x,x,0.3%,x,1.1%,u,x,3.7%,12.2%,x,x
O=C(CN1C(=O)S/C(=C\c2ccc(Cl)cc2)C1=O)NCCCn1ccnc1,-14.9,-2.3%,-1.8%,-17.5%,-1.7%,28.2%,3.1%,-1.8%,8.7%,0.0%,30.2%
COc1ccc(CCNC(=O)CCC(=O)NC2CCCCC2)cc1OC,0.2,-4.1%,4.4%,4.4%,9.9%,5.7%,-1.6%,-2.6%,u,5.7%,16.7%

# Compounds from the list above that have a Cl atom (2):
SMILES,TRPV1 ag,NPC1 promoter act,Tb PFK inh,FLuc counter,ELG1 genotoxic,ELG1 DNA repair,Rab9 promoter act,BRCA1 expr up,p53 reactivation,VP16 counter,RORg inh
CC1CCCC(C)N1C(=O)COC(=O)c1cccnc1Cl (configuration not stated),x,x,0.3%,x,1.1%,u,x,3.7%,12.2%,x,x
O=C(CN1C(=O)S/C(=C\c2ccc(Cl)cc2)C1=O)NCCCn1ccnc1,-14.9,-2.3%,-1.8%,-17.5%,-1.7%,28.2%,3.1%,-1.8%,8.7%,0.0%,30.2%

# Continuation:
SMILES,TRPV1 ag,NPC1 promoter act,Tb PFK inh,FLuc counter,ELG1 genotoxic,ELG1 DNA repair,Rab9 promoter act,BRCA1 expr up,p53 reactivation,VP16 counter,RORg inh
Cc1ccc(CN2CC(C(=O)N3CCN(c4ccccc4Cl)CC3)CC2=O)cc1 (configuration not stated),2.4,-3.1%,-5.4%,3.0%,-4.0%,u,-7.6%,-32.8%,-1.0%,x,x
CN(C)c1ccc(/C=N/NC(=O)c2ccc3c(c2)OCO3)cc1,u,u,2.5%,8.49µM*,u,u,u,u,20.0%,3.0%,u
CCCCCCN=C1CC(C)(C)CC(=O)/C1=C(/O)CCC,u,-7.5%,0.8%,0.2%,-5.3%,u,-7.5%,-24.2%,1.5%,0.1%,4.4%
CN1CCc2nc(NC(=O)COc3ccc4ccccc4c3)sc2C1,8.2,-3.0%,2.4%,1.6%,-20.2%,-2.5%,0.4%,-14.5%,-3.1%,-0.4%,-1.9%
NS(=O)(=O)c1cccc(NC(=O)COc2ncnc3c2cnn3-c2ccccc2)c1,-1.3,0.1%,-1.4%,-17.7%,1.0%,-11.0%,13.9%,-22.8%,-9.9%,-22.5%,6.9%
Cc1c(Cl)ccc2c1NC(=O)[C@]21[C@@H]2C(=O)N(Cc3ccccc3)C(=O)[C@@H]2[C@@H]2CCCN21,-1.3,0.9%,2.8%,-0.9%,-10.0%,u,-6.2%,-49.9%,-8.2%,0.4%,0.0%
CC(c1ccccc1)n1c(Cn2ncc3ccccc3c2=O)n[nH]c1=S (configuration not stated),5.9,-1.0%,6.0%,5.7%,-10.3%,-18.5%,-1.8%,-2.7%,-3.1%,-18.6%,-4.9%
Cc1ccc(OCC(=O)OCC(=O)N2c3ccccc3CC2C)cc1C (configuration not stated),5.5,-1.3%,0.2%,-0.4%,-0.5%,u,-5.7%,0.8%,1.6%,x,x
O=C1CN(C(=O)COC(=O)Cc2ccsc2)c2ccccc2N1,1.0,-1.6%,-1.0%,-2.5%,-6.8%,-0.4%,2.6%,0.7%,4.2%,-2.4%,14.0%
CC(C)=NNc1nc2c(c(=O)n(C)c(=O)n2C)n1C,3.7,7.0%,-11.2%,-9.9%,0.7%,0.4%,-3.6%,-1.3%,9.3%,-13.4%,-13.2%
CCC(C)NC(=O)c1cc(-c2ccc3c(c2)OCO3)on1 (configuration not stated),-0.3,0.891µM*,0.5%,3.38µM*,u,u,0.447µM*,u,u,u,u
Cc1cccc(NC(=O)CN2C(=S)NC(C)(C)CC2C)c1C (configuration not stated),-0.7,2.4%,-0.8%,-3.1%,1.7%,18.2%,-2.3%,9.6%,14.8%,u,u
CC1=C(C(=O)Nc2ccccc2C(F)(F)F)C(c2sccc2C)NC(=S)N1 (configuration not stated),10.4,-2.2%,3.0%,-1.2%,-2.9%,1.1%,-12.2%,-2.1%,-3.4%,-1.8%,20µM*
CC(C(=O)OCC(=O)N(C)C1(C#N)CCCCC1)N1C(=O)c2ccccc2C1=O (configuration not stated),1.1,4.0%,-5.9%,3.7%,-0.5%,14.4%,0.0%,6.6%,-1.3%,x,x
CC(Oc1ccc2ccc(=O)oc2c1)C(=O)c1ccccc1 (configuration not stated),14.1,-0.2%,0.7%,2.1%,-0.9%,21.9%,-5.4%,-6.9%,-8.1%,5.0%,9.3%
Cc1noc(C)c1CSCC(=O)N(C)CC(=O)Nc1ccccc1Cl,0.6,0.8%,0.0%,-1.1%,0.9%,11.6%,-0.1%,-1.7%,4.1%,9.6%,2.0%
COc1cccc(-c2nn(-c3ccccc3)cc2CNC(C)Cn2cncn2)c1 (configuration not stated),u,15.8%,-0.7%,u,u,u,0.0%,-15.4%,3.4%,-12.2%,3.1%
C/C(=N\NC(=O)C1COc2ccccc2O1)c1ccccn1 (configuration not stated),1.6,-12.3%,4.4%,-11.4%,11.6µM*,u,-25.0%,-77.8%,u,2.82µM*,1.78µM*
Cc1ccc2oc(=O)cc(CN3CCN(Cc4ccccc4)CC3)c2c1,6.8,-4.4%,2.4%,-2.0%,-7.2%,6.7%,-6.6%,-25.5%,-3.8%,1.9%,6.8%
Cc1cccc(NC(=O)[C@@H]2CCCN2C(=O)OC(C)(C)C)c1C,-1.2,0.6%,0.6%,-2.7%,-0.2%,-1.5%,4.2%,6.6%,-0.9%,-1.1%,19.8%
Cc1cc(OCC(=O)N2CCC(C(=O)O)CC2)c2c(C)c(C)c(=O)oc2c1,-3.3,-2.7%,1.2%,8.7%,2.3%,u,-5.1%,0.0%,x,4.1%,-0.1%
CCc1ccc(C2NC(=S)NC3=C2C(=O)N(c2ccccc2OC)C(c2ccc(CC)cc2)N3)cc1 (configuration not stated),2.5,4.6%,2.3%,6.7%,-14.0%,u,0.9%,-61.3%,0.9%,2.4%,u
COc1ccc(-n2c(CCc3ccccc3)n[nH]c2=S)cc1,-0.7,2.2%,-5.0%,2.1%,0.8%,9.0%,-1.1%,-2.9%,6.3%,-24.1%,5.01µM*
COc1ccc(Cn2nnnc2C(c2cccs2)N2CCN(c3ccccc3)CC2)cc1 (configuration not stated),-1.1,3.5%,2.0%,3.1%,-5.4%,6.4%,2.2%,-27.7%,-1.5%,-5.3%,32.1%

# Source: PubChem
